Source: PubChem BioAssay
Rpn11 inh = Rpn11 (human) deubiquitinase inhibition | human 26S proteasome, Ub4-pepOG fluorescence polarization; 20S core pre-blocked with epoxomicin | calls only at 20 µM | 360,000 compounds, 0.59% hits | AID 588493;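 active = inhibition at 20 µM, scaled to each plate's controls, above about 33%, limit read from the data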
Target sequence (O00487 whole entry, looked up): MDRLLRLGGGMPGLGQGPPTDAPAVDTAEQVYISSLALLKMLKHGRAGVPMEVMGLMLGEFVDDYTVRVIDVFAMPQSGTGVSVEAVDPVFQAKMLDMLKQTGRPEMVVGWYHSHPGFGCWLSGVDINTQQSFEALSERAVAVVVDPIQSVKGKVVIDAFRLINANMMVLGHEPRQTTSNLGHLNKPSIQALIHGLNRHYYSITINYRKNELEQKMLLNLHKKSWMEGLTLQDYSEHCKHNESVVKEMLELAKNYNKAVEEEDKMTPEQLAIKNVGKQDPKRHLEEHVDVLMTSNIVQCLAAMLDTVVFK
Neddylation inh = blocks human cullin neddylation; 360,000 compounds, 0.58% hits; calls only at 25 µM; TR-FRET cullin neddylation, biochemical; AID 651699; in the data active = inhibition above about 36%
Target sequence (P61081 whole entry, looked up): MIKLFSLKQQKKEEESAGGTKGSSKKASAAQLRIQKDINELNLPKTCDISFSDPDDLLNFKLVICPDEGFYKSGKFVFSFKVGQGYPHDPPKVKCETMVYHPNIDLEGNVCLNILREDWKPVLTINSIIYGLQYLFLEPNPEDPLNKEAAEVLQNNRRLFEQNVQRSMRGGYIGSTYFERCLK
Target sequence (Q13564 whole entry, looked up): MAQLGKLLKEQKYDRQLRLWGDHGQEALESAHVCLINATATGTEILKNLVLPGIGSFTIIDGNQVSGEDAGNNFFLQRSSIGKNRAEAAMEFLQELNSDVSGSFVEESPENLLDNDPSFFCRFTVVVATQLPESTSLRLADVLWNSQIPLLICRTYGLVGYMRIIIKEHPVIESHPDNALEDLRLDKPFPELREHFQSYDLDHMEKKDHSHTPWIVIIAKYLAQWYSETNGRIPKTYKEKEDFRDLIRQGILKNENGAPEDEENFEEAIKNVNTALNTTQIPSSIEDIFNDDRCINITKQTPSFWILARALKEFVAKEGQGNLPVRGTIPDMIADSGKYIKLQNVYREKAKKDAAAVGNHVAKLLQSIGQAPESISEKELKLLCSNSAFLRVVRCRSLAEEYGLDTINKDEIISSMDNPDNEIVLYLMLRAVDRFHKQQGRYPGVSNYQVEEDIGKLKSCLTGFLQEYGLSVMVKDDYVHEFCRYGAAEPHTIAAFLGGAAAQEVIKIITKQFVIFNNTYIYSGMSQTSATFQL
SKN-1 inh = C. elegans SKN-1 inhibition; inhibition, % at 21.8 µM; 360,000 compounds, 0.49% hits; C. elegans VP596 Pgst-4::GFP/RFP ratio, acrylamide-induced, 24 h;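 active = interference check ratio from 0.5 to 1.5 plus GFP to RFP signal ratio inhibition reaching or exceeding a fixed threshold, cut at about 30% in these data, passing the limit was not always enough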; also: some compounds called inactive have numbers as strong as hits
MT1-MMP act inh = MT1-MMP (human) activation inhibition | HT1080 RFP-PRO-GFP cells, GFP/RFP ratio fluorescence, overnight; percent of plate control window, DMSO zero | AID 651647 | 360,000 compounds, 0.061% hits | GFP/RFP ratio change, % at 20 µM;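 active = GFP/RFP ratio change of at least 30% with cell ATP level not reduced by more than half and red fluorescence within 50% of control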; also: strong numbers were not always called active
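Assay system: HT1080 RFP-PRO-GFP cells. Benchmarks: DMSO vehicle wells and RFP-L50D-GFP reporter cell wells. Times: overnight cell settling, then overnight compound exposure, 37 °C, 5% CO2. Compound: 20 µM single dose, 1% DMSO. Read-out basis: GFP/RFP fluorescence ratio.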
NadD block = blocks S. aureus nicotinate mononucleotide adenylyltransferase. purified NadD enzyme, colorimetric absorbance read-out. inhibition, % at 20 µM. 360,000 compounds, 0.78% hits. AID 602399; in the data active = inhibition above about 26%; also: some compounds past the cut are filed as inactive
PABP1 MLLE inh = inhibitors of microRNA-mediated deadenylation, human PABP1 MLLE binding; GST-MLLE / FITC-PAM2 fluorescence polarization; inhibition, % at 20 µM; 360,000 compounds, 0.36% hits; AID 588489; in the data active = inhibition above about 35%, passing the limit was not always enough;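 also: plate controls were DMSO wells with GST-MLLE for no effect and wells lacking GST-MLLE protein for full effect; some results filed as inactive read as strong as hits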
CSN inh = inhibitors of human CSN-mediated cullin deneddylation; Q92905; Purified CSN, SCF-Nedd8-OG deneddylation, fluorescence polarization; inhibition, % at 12.5 µM; 360,000 compounds, 0.38% hits;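 active = pattern-corrected inhibition above about 35%, with an unprinted fluorescence ratio check between 0.5 and 1.5, limit read from the data, passing the limit was not always enough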;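 also: 0% = enzyme with substrate and 100% = substrate without enzyme; some results filed as inactive read as strong as hits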
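Material: human Csn5 produced in HEK293T cells; Input: enzyme 0.24 nM; Reagent: SCFSkp2-Nedd8OG substrate at 10 nM final; Dosing: 12.5 µM compound; Incubation: 90 min reaction at room temperature; Detection: fluorescence polarization of the substrate; Evaluation: % inhibition of substrate cleavage by Csn5; Control set: substrate-only high control, full reaction low control.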
Rin1-Abl PPI inh = human Rin1-Abl interaction inhibition | P00519+Q13671 | TR-FRET Rin1/Abl binding, biochemical | inhibition, % at 7.35 µM | 360,000 compounds, 0.4% hits; in the data active = inhibition above about 5%, passing the limit was not always enough
FAS TE block = inhibitors of human fatty acid synthase thioesterase domain | P49327 | recombinant FAS-TE, OMFH fluorogenic substrate, fluorescence endpoint | inhibition, % at 15 µM | 360,000 compounds, 0.67% hits | AID 602261;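 active = compounds whose normalised, plate-corrected inhibition of enzyme fluorescence in the single-dose primary screen is 50% or more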;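 also: 0% = DMSO with enzyme and 100% = substrate without enzyme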
An asterisk follows results filed as active; i = inactive; · = not tested or not shown; + = active, no number.

SMILES | Rpn11 inh | Neddylation inh | SKN-1 inh | MT1-MMP act inh | NadD block | PABP1 MLLE inh | CSN inh | Rin1-Abl PPI inh | FAS TE block
CCn1c(=O)c(-[n+]2ccccc2)c(O)c2ccccc21 | i | i | 15 | 4 | 0 | 19 | 8 | 3 | -11
O=S(=O)(c1ccc(NC(=S)N/N=C/c2cccc(Oc3ccccc3)c2)cc1)N1CCOCC1 | i | i | -9 | 3 | 29 | 24 | 0 | 0 | 24
O=C(CSc1nnc(-c2ccccc2)n1Cc1ccco1)Nc1ccc(S(=O)(=O)N2CCCC2)cc1 | i | i | -1 | -8 | 10 | -4 | 3 | 4 | 10
NC(=O)Cn1c(=O)n(CCCC(=O)NC2CCN(Cc3ccccc3)CC2)c(=O)c2ccccc21 | i | i | -24 | -5 | 3 | -16 | 2 | 1 | -6
CSc1ccc(C2(O)Cc3cccc[n+]3C2c2ccccc2)cc1 (stereo unspecified) | i | i | 8 | -2 | -8 | -2 | 3 | 2 | 0
O=C(O)/C=C/c1cccc(NC(=O)c2ccccc2)c1 | i | i | -2 | -12 | 4 | -1 | 4 | 2 | -3
CCN(Cc1nc2ccccc2c(=O)[nH]1)C(=O)COc1ccccc1-c1ccccc1 | i | i | 12 | 2 | 6 | 4 | -2 | -1 | 8
CCOC1=C2CN(S(=O)(=O)c3ccc(C)cc3)[C@H](c3cccs3)C[C@H]2n2c(=O)n(-c3ccccc3)c(=O)n2C1 | i | i | 9 | 3 | 17 | 3 | -4 | 4 | 49
COc1ccc(NC(=O)N(C)C[C@@H]2Oc3cc(Br)ccc3S(=O)(=O)N([C@H](C)CO)C[C@H]2C)cc1 | i | i | 2 | 6 | 3 | 2 | 8 | -1 | -5
COCc1ccc(CN2CCC(C(=O)Nc3cccc(-c4cccc(Cl)c4)c3)CC2)o1 | i | i | -3 | 3 | -6 | 5 | 3 | -3 | 19
COc1cc(C(C[N+](=O)[O-])c2c(-c3ccccc3)cc3ccccn23)cc(OC)c1OC (stereo unspecified) | i | i | 3 | -4 | 8 | 8 | 7 | -3 | 0
CCc1cccc(C)c1NC(=O)CCOc1ccccc1 | i | i | 0 | -5 | -7 | 15 | 1 | 3 | 0
CCOc1cc(/C=N/NC(N)=O)cc(Br)c1OCC(=O)Nc1ccccc1C | i | i | -18 | -1 | 0 | -14 | -7 | -1 | 7
COc1cccc(CCNC(=O)CCc2nnc(-c3ccc4c(c3)OCO4)o2)c1 | i | i | -10 | 5 | -1 | -8 | 0 | 5 | -7
C/C(=N\NC(=O)c1nnn(-c2nonc2N)c1CN1CCCCC1)c1ccccc1O | i | + | 2 | -3 | 2 | 9 | 6 | 0 | 12
CC(SC1=NCCN1S(C)(=O)=O)c1ccccc1 (stereo unspecified) | i | i | 15 | 5 | 7 | 4 | 3 | -2 | -4
O=[N+]([O-])c1ccc(N2CCCC2)cc1NC(c1ccccc1)c1ccccc1 | i | i | -1 | -3 | 17 | -4 | -6 | -1 | 23
O=C(Nc1nccs1)C1C2/C=C\CCCCC21 (stereo unspecified) | i | i | -20 | 0 | 4 | 10 | -4 | 1 | -5
C=CCNc1nc(NCCCN2CCCC2=O)c2sc(-c3ccccc3)cc2n1 | i | i | 8 | -1 | 3 | -5 | 0 | -12 | -5
Cc1cnc(SCc2cnc(C)nc2N)nc1 | i | i | -9 | -2 | -4 | 5 | 2 | -1 | 1
CN(CC(=O)Nc1ccccc1Cl)C(=O)COC(=O)Cc1c(F)cccc1Cl | i | i | -2 | 3 | -6 | 7 | -8 | 2 | 0
COc1cccc(OCc2cc(C(=O)N(C)C3CC(C)(C)NC(C)(C)C3)no2)c1 | i | i | -12 | -5 | -6 | -5 | -4 | 1 | -6
CCc1cccc(NS(=O)(=O)c2ccc3c(c2)n(C)c(=O)n3C)c1 | i | i | -4 | -7 | -5 | -3 | -4 | -3 | 4
COc1ccccc1N(CC(=O)Nc1ccc(S(=O)(=O)N2CCOCC2)cc1)S(C)(=O)=O | i | i | 2 | 2 | -2 | -3 | 2 | 0 | -6
COc1ccc(C(=O)O)cc1Nc1cc(C)nc2ncnn12 | i | i | 5 | -1 | 2 | -1 | 9 | 1 | -6

Entries above that bear a hit mark in Neddylation inh:
mol | Rpn11 inh | Neddylation inh | SKN-1 inh | MT1-MMP act inh | NadD block | PABP1 MLLE inh | CSN inh | Rin1-Abl PPI inh
C/C(=N\NC(=O)c1nnn(-c2nonc2N)c1CN1CCCCC1)c1ccccc1O | i | + | 2 | -3 | 2 | 9 | 6 | 0

(listing goes on)
SMILES | Rpn11 inh | Neddylation inh | SKN-1 inh | MT1-MMP act inh | NadD block | PABP1 MLLE inh | CSN inh | Rin1-Abl PPI inh | FAS TE block
CCOc1ccc(N(CC(=O)NCCSCc2ccc(Cl)cc2)S(C)(=O)=O)cc1 | i | i | 8 | 3 | -12 | -2 | 4 | -1 | 17
CN(Cc1cnn(C)c1)C(=O)CC1C(=O)NCCN1Cc1cccc(Oc2ccccc2)c1 (stereo unspecified) | i | i | 5 | -2 | -3 | 3 | 0 | -1 | -2
Cc1nc(N)nc(N)c1-c1ccc([N+](=O)[O-])cc1 | i | i | 0 | -5 | 0 | 20 | -1 | 3 | -7
CN1CCN(c2nc(-c3ccc(C(C)(C)C)cc3)nc3ccccc23)CC1 | i | i | -3 | 0 | -4 | 4 | -1 | 2 | 21
COc1ccc2c(c1)OCC(O)(c1ccccc1)C2=O (stereo unspecified) | i | i | 3 | 4 | -1 | 14 | 4 | 1 | -3
CCOc1ccc(OCc2ccc(C(=O)NC(C)(C)C)o2)cc1 | i | i | 6 | 4 | -3 | 1 | 6 | 1 | 4
O=C(CN1C(=O)CC(c2ccccc2)S(=O)(=O)c2ccccc21)N1CCCCC1 (stereo unspecified) | i | i | -8 | 1 | -1 | 18 | 3 | -2 | -7
O=C1NC(=O)C(c2ccccc2)(c2ccccc2)N1S(=O)(=O)c1ccccc1 | i | i | 7 | 2 | -2 | 8 | 4 | 4 | -3
Cc1cc(C)c2nc(NCCCNC(=S)NCCCN(C)C)c(C#N)cc2c1 | i | · | 5 | -2 | 11 | -23 | 5 | 4 | -34
Cc1cccc(NC(=O)C(=O)N/N=C/c2ccncc2)c1 | i | i | -5 | -1 | 1 | 3 | -1 | 1 | -8
COc1ccc(C(C)NC(=O)C2CCN(CCCc3ccccc3)CC2)cc1OC (stereo unspecified) | i | i | -12 | 2 | -1 | 15 | -1 | -1 | -8
O=C(NC(c1ccccc1)c1ccc2ccccc2n1)C1CCN(Cc2cccc(C(F)(F)F)c2)CC1 (stereo unspecified) | i | i | 9 | -3 | 1 | 11 | 0 | -1 | 20
COc1ccc(C(=O)c2c(C)c3cc(C)ccc3n2CC(O)CN2CCOCC2)cc1 (stereo unspecified) | i | i | 3 | 1 | -1 | -3 | 3 | -1 | 0
Cc1nc2ccc(NC(=O)c3ccc(Cl)c(S(=O)(=O)N(C)c4ccccc4)c3)cc2s1 | + | i | -1 | -9 | 5 | -32 | 5 | 5 | 18
C/C(Cc1ccccc1)=N\NC(=O)CNC(=O)c1cccc(Br)c1 | i | i | -10 | 2 | 6 | -10 | 2 | 2 | 1
CC(=O)c1c(C)n([O-])c2cc(F)c(F)cc2[n+]1=O | i | i | 5 | -16 | -3 | 2 | 5 | 4 | -4
O=C(NCC1OCCc2ccccc21)c1cc(COc2ccc(F)cc2Cl)on1 (stereo unspecified) | i | i | -2 | 0 | 4 | 1 | -2 | 1 | -1
O=C(c1ccccc1)c1ccc(N2CCN(C(=O)c3ccc(F)cc3F)CC2)c(F)c1 | i | i | 6 | -4 | 2 | 6 | -4 | -6 | 18
c1ccc(N=C(c2cccs2)N2CCOCC2)cc1 | i | i | 13 | -3 | -2 | -6 | -4 | 2 | -3
CC1=Nn2c(nc(-c3ccccc3)c2-c2ccccc2)N(CC(N)=O)C(=O)C1 | i | i | -10 | 1 | 0 | 3 | -7 | -1 | -9
O=C(COC(=O)c1ccc(Cl)c(S(=O)(=O)NCc2ccccc2)c1)NCC1CCCO1 (stereo unspecified) | i | i | -5 | -2 | 1 | 1 | -1 | -2 | -3
CC(C)Oc1ccc(C2CC(=O)N(c3ccccc3)C2=O)cc1 (stereo unspecified) | i | i | -21 | 6 | -1 | -7 | 0 | -2 | -2
Cn1cccc1/C=C1\SC(=O)N(c2ccccc2)C1=O | i | i | 3 | 4 | -1 | 2 | 43* | -5 | -13
O=C(O)CN1C(=O)/C(=C\c2cc(Br)ccc2OCc2ccc(F)cc2)SC1=S | i | i | -12 | -4 | 9 | 12 | 33 | 0 | 22
CCOC(=O)c1nn(-c2ccc(F)cc2)c(C)c1C(C)=O | i | i | -44 | 5 | -4 | -10 | 0 | 6 | -5

Other compounds.
SMILES | Rpn11 inh | Neddylation inh | SKN-1 inh | MT1-MMP act inh | NadD block | PABP1 MLLE inh | CSN inh | Rin1-Abl PPI inh | FAS TE block
N#Cc1cc2ccccc2nc1SCC(=O)Nc1ccc(S(=O)(=O)N2CCCC2)cc1 | · | i | -7 | -86 | 2 | 4 | 4 | -3 | 31
Cc1ccc(NNC(=O)c2cc(C)on2)c(C)c1 | i | i | -14 | -1 | -6 | 14 | -6 | -1 | -3
Cc1nc2ccccc2c(=O)n1/N=C/c1ccccc1Cl | i | i | 38* | -2 | -4 | 13 | -4 | 0 | -1
O=C(CCOc1ccccc1)Nc1ccccc1 | i | i | 2 | 0 | -2 | 6 | -4 | 0 | -6
COc1ccc(-c2nc3n(n2)C(=O)CC(c2ccco2)S3)cc1 (stereo unspecified) | i | i | 4 | -5 | 3 | -19 | 6 | -2 | -7
COc1ccc(C2=NOC(Cn3nc(-c4ccccc4)cc3C(=O)NCc3ccco3)C2)cc1 (stereo unspecified) | i | i | -1 | 0 | 0 | -6 | 20 | 4 | -2
CO[C@H]1/C=C/O[C@@]2(C)Oc3c(C)c(O)c4c(O)c(c5c(c4c3C2=O)NC2(CCN(CC(C)C)CC2)N=5)=NC(=O)/C(C)=C\C=C\[C@H](C)[C@H](O)[C@@H](C)[C@@H](O)[C@@H](C)[C@H](OC(C)=O)[C@@H]1C | i | i | 5 | -2 | 3 | 9 | -4 | -10 | -1
CC(=O)OCC1(C)CN(c2ccccc2)N(C(C)=O)C1=O (stereo unspecified) | i | i | 12 | -6 | -3 | -9 | 4 | -2 | -10
O=C(O)CC(C(=O)O)N1C(=O)/C(=C/c2ccc(-c3nc4ccccc4s3)o2)SC1=S (stereo unspecified) | + | i | 4 | -13 | 23 | 11 | 47* | 3 | -2
Clc1ccc(CSc2nnc(-c3sccc3-n3cccc3)o2)cc1 | i | i | -22 | -2 | 5 | -3 | -5 | 1 | 16
COc1ccc(C(=O)N(c2ccccn2)C2CCCCC2)c(OC)c1 | i | i | 3 | 0 | 0 | -4 | 0 | -7 | -3

Molecules listed so far with bromine:
SMILES | Rpn11 inh | Neddylation inh | SKN-1 inh | MT1-MMP act inh | NadD block | PABP1 MLLE inh | CSN inh | Rin1-Abl PPI inh | FAS TE block
COc1ccc(NC(=O)N(C)C[C@@H]2Oc3cc(Br)ccc3S(=O)(=O)N([C@H](C)CO)C[C@H]2C)cc1 | i | i | 2 | 6 | 3 | 2 | 8 | -1 | -5
CCOc1cc(/C=N/NC(N)=O)cc(Br)c1OCC(=O)Nc1ccccc1C | i | i | -18 | -1 | 0 | -14 | -7 | -1 | 7
C/C(Cc1ccccc1)=N\NC(=O)CNC(=O)c1cccc(Br)c1 | i | i | -10 | 2 | 6 | -10 | 2 | 2 | 1
O=C(O)CN1C(=O)/C(=C\c2cc(Br)ccc2OCc2ccc(F)cc2)SC1=S | i | i | -12 | -4 | 9 | 12 | 33 | 0 | 22
